Screens deposited in PubChem BioAssay by National Center for Advancing Translational Sciences (NCATS).
ERK EGF inh – qHTS Assay for Inhibitors of the ERK Signaling Pathway using a Homogeneous Screening Assay; Stimulation with EGF | HEK293-V1b, EGF-stimulated phospho-ERK AlphaScreen | Potency, µM (titrated, usually from 11.5 µM), inactives show top-dose activity change, negative = inhibition, usual class: inhibitors | actives 0.41% (n = 130,000); active = well fitted inhibition curve with a large enough effect; inconclusive = small, poorly fitted or top-dose-only effect, or effect the other way;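 note: plate controls were stimulated vehicle wells for no effect and unstimulated vehicle basal for full effect; nearly all actives have a fitted effect of over 55% in size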
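Readout: AlphaScreen signal for phosphorylated ERK in lysed HEK293 cells stably expressing V1b. Stimulus 25 nM EGF, 5 min, following 30 min compound exposure. Data scaled to DMSO basal and full EGF activation.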
* hit, by the source's call; ? = inconclusive; [ ] = another dose, or the depositor's remark. Potency is the fitted concentration of half-maximal effect. An excerpt; rates above refer to the full screens.

Structure,ERK EGF inh
CCCNC(=O)c1cc(-c2ccc(OC)cc2)n(CCCOC)c1C,-2%
COc1cc2c(cc1OC)-c1nnc(-c3ccco3)n1C1(CCCC1)C2,3%
COc1ccc(NC(=O)CSc2ncnc3[nH]ncc23)cc1,3%[57.5 µM]
COc1ccc(CN2CCC(N3CCC(C(=O)N4CCOCC4)CC3)CC2)c(F)c1,-12%
Cc1ncoc1C(=O)N1CCCC(CCC(=O)NCc2ccc(F)c(F)c2)C1 (stereo not given),4%
O=S(=O)(Nc1ccccc1)c1ccc2c(c1)CCO2,8%[57.5 µM]
CCOC(=O)c1cnc(-n2nc(C)cc2C)nc1Oc1ccccc1F,-3%[57.5 µM]
Nc1nc2c(nc(Br)n2C2OC(CO)C(O)C2O)c(=O)[nH]1 (stereo not given),25%
Cc1ccn2cc(-c3cccc(NS(C)(=O)=O)c3)nc2c1,-5%
O=C(CNC(=O)C1CCCCC1)Nc1ccccc1Cl,-11%
COCc1c(Br)c(C)[nH]c(=O)c1C#N,3%
N/C(=N\OC(=O)c1ccc(Br)o1)c1cccnc1,-8%
C/C(=N/NC(=O)c1ccco1)c1cccnc1,-3%
CSc1nc2ccc(NC(=O)c3nn(C(C)C)c(=O)c4ccccc34)cc2s1,3%
CCCCN(C)C(=O)CCC(=O)NNc1nc2ccccc2c2nc(C)nn12,6%
c1ccc(Cn2nnc(CNc3ccccc3)c2-c2c(CNc3ccccc3)nnn2Cc2ccccc2)cc1,-2%[57.5 µM]
CCCCc1ccc(NC(=S)N2CCCC(C)C2)cc1 (stereo not given),7%
CN(C)c1ccc(/C=N/NC(=O)c2nnn(-c3nonc3N)c2COc2ccc(F)cc2)cc1,5%[57.5 µM]
CCOC(=O)N1CCN(C(=O)/C=C/c2ccc3c(c2)OCO3)CC1,2%
CC(C)(C)OC(=O)N/N=C/c1cn(-c2ccccc2)nc1-c1cccnc1,-8%

Single entries from the list.
`CCCNC(=O)c1cc(-c2ccc(OC)cc2)n(CCCOC)c1C` @ ERK EGF inh = -2%
`C/C(=N/NC(=O)c1ccco1)c1cccnc1` @ ERK EGF inh = -3%
`CCOC(=O)c1cnc(-n2nc(C)cc2C)nc1Oc1ccccc1F` @ ERK EGF inh = -3%[57.5 µM]
`CN(C)c1ccc(/C=N/NC(=O)c2nnn(-c3nonc3N)c2COc2ccc(F)cc2)cc1` @ ERK EGF inh = 5%[57.5 µM]

Back to the main list, repeating the three entries before the break.
Structure,ERK EGF inh
CN(C)c1ccc(/C=N/NC(=O)c2nnn(-c3nonc3N)c2COc2ccc(F)cc2)cc1,5%[57.5 µM]
CCOC(=O)N1CCN(C(=O)/C=C/c2ccc3c(c2)OCO3)CC1,2%
CC(C)(C)OC(=O)N/N=C/c1cn(-c2ccccc2)nc1-c1cccnc1,-8%
CCCCNC(=O)c1ccccc1NC(=O)c1ccc2c(c1)OCO2,-20%
CCOC(=O)N1CCN(CC(O)COCc2cc(OC)c(OC)c(OC)c2)CC1 (stereo not given),-3%
Cc1cc(C)n(-c2nc(NCCCN(C)C)c3c4c(sc3n2)CCCC4)n1,-5%[57.5 µM]
O=C(CNC(=S)N(Cc1ccccc1)Cc1cccnc1)NC1CC1,12%
O=C(CCNC(=O)c1ccc(Br)o1)NCc1ccccn1,?
COc1ccc2oc3cc(C)[n+]([O-])c(-c4ccc(Br)cc4)c3c2c1,5%
Cc1cc2cc(C)c(NCCNC(=O)c3cccc(F)c3)nc2cc1C,-5%
CCCCCCC(=O)N1C/C=C\C(c2ccc(OC)cc2)N(Cc2ccc(F)cc2)C(=O)[C@H]1Cc1ccccc1 (stereo not given in full),6%[57.5 µM]
O=[N+]([O-])c1ccc(Nc2nc(NCCO)nc(N3CCCC3)n2)cc1,13%
CN(C)CCN(C(=O)c1ccc(N2C(=O)CCC2=O)cc1)c1nc2cc3c(cc2s1)OCCO3,-9%
Cc1ccccc1NC(=O)C(Cc1ccccc1)n1cccc1 (stereo not given),17%[57.5 µM]
Cc1occc1C(=O)NNC(=O)c1ccc(Br)o1,-7%
CCOC(=O)CN1C(c2ccc(O)cc2)Nc2ccc(Br)cc2C1c1ccccc1 (stereo not given),-6%
CCCC(C)NC(=S)NC(=O)c1cc(S(=O)(=O)N2CCOCC2)ccc1C (stereo not given),8%
C[N+]1(C)CC(O)[C@H](C(=O)[O-])C1 (stereo not given in full),-15%
N#Cc1ccc(NC(=S)NC(=O)CCc2ccc(S(=O)(=O)N3CCOCC3)cc2)cc1,2%
NC(=O)c1cc(C(=O)c2cccc(Cl)c2Cl)c[nH]1,-1%
COc1cc2c3nnc(-c4ccccc4)c-3cn(Cc3ccccc3F)c2cc1OC,-1%
CN1CCC(N(C)C(=O)/C(C#N)=C/c2ccc(OC(F)F)cc2)CC1,-4%[57.5 µM]
O=C(CNC(=O)c1ccco1)OCC(=O)c1ccc(Cl)cc1,-5%
CCN1C(=O)/C(=c2\sc3nc(=O)c(Cc4ccccc4)nn3c2=O)c2ccccc21,-5%[57.5 µM]
Cc1ccc(C2CC(c3cccs3)=NN2C(=O)CSc2nc3ccccc3o2)cc1 (stereo not given),8%
COc1ccc(CN(Cc2ccc(OC)cc2)C(=O)c2cccs2)cc1,5%[57.5 µM]
CCOc1cc(NC(=S)NC)c(OCC)cc1NC(=O)c1ccc(OC)cc1,5%
O=C1CC(N2CCC(c3nc4ccccc4[nH]3)CC2)C(=O)N1c1ccccc1F (stereo not given),-1%
O=S1(=O)CC/C(=N\Nc2ccc(F)cc2)c2ccsc21,3%
O=C1NC(=Nc2ccccc2)S/C1=C\C=C\c1ccco1,26%
CCOC(=O)c1ccc[n+](CC(=O)Nc2ccccc2OC(F)F)c1,12%
O=C(Nc1cc(=O)[nH]c2nc(-c3ccc(Cl)cc3)nn12)c1ccccc1,-8%[57.5 µM]
CCC(C)CCCCNC1=NCCS1 (stereo not given),-2%
Cc1cc(=O)[nH]c2c3ccccc3nn12,0%
COCCNC(=O)/C(C#N)=C/C=C/c1ccccc1[N+](=O)[O-],4%
Cc1ccc(/C=C/C(=O)Nc2nn[nH]n2)o1,0%
C/C(=N\Nc1nc(C)cc(C)n1)c1ccc(C)o1,-6%[57.5 µM]
CCN1CCn2c3c(c4cc(Cl)ccc42)CCCC31 (stereo not given),-6%[57.5 µM]
CC1(C)CC(=O)C(N=Nc2ccc(-c3ccccc3)cc2)=C(O)C1,-13%
C1CN(c2nc3nonc3nc2N2C[C@H]3CC[C@H]2C3)CCS1,3%
CC(C(=O)Nc1ncccn1)(c1ccccc1)c1ccccc1,-6%
COc1cccc(C(C)NC(=S)NCc2ccc(Cl)cc2)c1 (stereo not given),-7%
CCOc1ccc(NCC2CCOC(C)(C)C2)cc1 (stereo not given),7%

Going on with the list.
Structure | ERK EGF inh
CC(C)NC(=O)C1CCN(C2CCN(C(=O)Cc3ccc4c(c3)OCO4)CC2)CC1 | -9%[57.5 µM]
CN(C(=O)COC(=O)c1ccc(Cl)cc1N)C1CCCCC1 | 0%
CC(C)CC1NC(=O)N(Cc2cc(=O)n3ccsc3n2)C1=O (stereo not given) | 5%
O=C(O)CCCCn1c(SCc2cc(=O)n3cc(Cl)ccc3n2)nc2ccsc2c1=O | 6%
O=C(CN(C1CCCCC1)S(=O)(=O)c1ccc(Br)cc1)NCc1cccnc1 | 3%
COc1cc(CCCN2C(=S)NC[C@@H]2CCCCN)cc(OC)c1OC | 1%[57.5 µM]
CCOC(=O)c1ccc(N/C=C/C(=O)C(C)(C)C)cc1 | ?
CCNC(=S)NNC(=O)CC(C)C | -1%
Oc1ccc(/C=N/N2CCN(C3c4ccccc4-c4ccccc43)CC2)c(O)c1 | ?
CN1CCSc2ccc(C(=O)Nc3cc(F)ccc3F)cc21 | -20%[57.5 µM]
COc1cccc(CNC(=O)CCC2CCCN(C(=O)c3cccc4c(C)c(C)[nH]c34)C2)c1 (stereo not given) | -4%
O=C(CSc1cccc[n+]1[O-])Nc1ccc(C(F)(F)F)cc1[N+](=O)[O-] | 3%

Part of the list above in order of SMILES length, rising.
Structure | ERK EGF inh
CC(C)CC1NC(=O)N(Cc2cc(=O)n3ccsc3n2)C1=O (stereo not given) | 5%
O=C(O)CCCCn1c(SCc2cc(=O)n3cc(Cl)ccc3n2)nc2ccsc2c1=O | 6%
CC(C)NC(=O)C1CCN(C2CCN(C(=O)Cc3ccc4c(c3)OCO4)CC2)CC1 | -9%[57.5 µM]

Back to the main list; the four compounds before the break are reprinted first.
Structure | ERK EGF inh
Oc1ccc(/C=N/N2CCN(C3c4ccccc4-c4ccccc43)CC2)c(O)c1 | ?
CN1CCSc2ccc(C(=O)Nc3cc(F)ccc3F)cc21 | -20%[57.5 µM]
COc1cccc(CNC(=O)CCC2CCCN(C(=O)c3cccc4c(C)c(C)[nH]c34)C2)c1 (stereo not given) | -4%
O=C(CSc1cccc[n+]1[O-])Nc1ccc(C(F)(F)F)cc1[N+](=O)[O-] | 3%
CCCCS(=O)(=O)Nc1ccc2cn[nH]c2c1 | -2%
O=CN1CCN(C(=O)c2ccc([N+](=O)[O-])cc2)CC1 | -8%
COc1ccccc1CNCc1ccc(OC)c(OC)c1OC | 14%
Cc1ccc(C)c2nc3sc(C(=O)O)cc3cc12 | 28%
O=C(NNC(=O)c1cccs1)c1ccc(Cl)c([N+](=O)[O-])c1 | 7%
CCSc1nc2c(c(=O)[nH]1)C(c1ccc(C)cc1)C1=C(CCCC1=O)N2 (stereo not given) | -9%
Nc1nc2ccc(O)cc2s1 | 7%
CC12CCC(C(=O)N3CCOCC3)([C@H](Br)C1=O)C2(C)C (stereo not given in full) | -9%[57.5 µM]
c1ccc(CNc2ncnc3c2cnn3Cc2ccccc2)cc1 | 8%
COC(=O)c1ccc(-c2ccc(/C=N/NC(=O)Cc3nnc(N)s3)o2)cc1 | 0%[57.5 µM]
Cc1ccc(NC(=S)NNC(=O)c2ccc(N3CCOCC3)c([N+](=O)[O-])c2)cc1C | 6%
C/C(=N/OC(=O)C1CC12CCC2)c1ccc(Br)cc1 (stereo not given) | -15%
CC(NC(=O)c1cn(C(C)c2ccccc2F)nn1)c1ccncc1 (stereo not given) | -11%
COc1ccc2cc(C#N)c(Cl)nc2c1 | 4%
COc1ccc(S(=O)(=O)Nc2ccc(O)c(Sc3ncn[nH]3)c2)cc1 | 7%
Cc1ccc2nc(SCC(=O)Nc3ccc(F)c([N+](=O)[O-])c3)[nH]c2c1 | 3%
NNC(=O)c1ccc(COc2cccc3cccnc23)cc1 | -2%
COc1cc(/C=C(\C#N)c2nc3ccccc3[nH]2)cc(OC)c1O | 5%
CC(=O)c1sc2nsc(SCCN3CCCCC3)c2c1N | 13%[57.5 µM]
CSc1cccc(NC(=S)N(CCN(C)C)C(C)c2ccccn2)c1 (stereo not given) | -7%
CCn1c(C)cc(C)c(C#N)c1=O | -3%
O=c1nc(-c2ccccc2)n(-c2ccccc2)[nH]1 | -4%
COCCNC(=O)CSc1nnc(-c2ccc(C)cc2)c(-c2ccc(C)cc2)n1 | 3%
CC(C)OC(=O)CC1C(=O)NCCN1C(=S)NC(=O)c1ccc(F)cc1 (stereo not given) | -6%
CNC(=O)Nc1cccc(-c2cc(-c3c(Cl)cccc3Cl)no2)c1 | ?
O=C(NC1CCCC1)C1CCN(C(=O)NCc2ccccc2)CC1 | 5%
COc1ccccc1NC(=S)c1ccccc1 | 8%
O=C(CN1CCN(S(=O)(=O)c2ccccc2)CC1)Nc1ccc(N2CCOCC2)cc1 | 9%
Cc1occc1C(=O)O/N=C(\N)c1ccccc1 | -3%[57.5 µM]
OCCNCCSc1nc(C2CCCCC2)n(-c2ccccc2Cl)n1 | -4%[57.5 µM]
Cc1cc(C)nc(-n2nc(C)cc2NC(=O)C(C)C)n1 | -13%
O=C(CCc1ccc(O)cc1)NNC(=S)NCCc1ccccc1 | -10%[57.5 µM]
COc1cc(OC)cc(-c2nnc(SCC(=O)Nc3cccc(C(=O)O)c3)s2)c1 | -5%
NS(=O)(=O)c1ccc(CCNC(=O)NC23CC4CC(CC(C4)C2)C3)cc1 | 1%
COC(=O)c1sccc1NC(=S)Nc1cc(OC)ccc1OC | 3%
O=C(NN1C(=O)C2C3C=CC(C3)C2C1=O)c1ccccc1 (stereo not given) | -7%
CCn1c(-c2cccn(Cc3ccccc3)c2=O)n[nH]c1=S | -6%
CCc1ccc(NC(=O)CC2C(=O)N(c3cccc(C)c3)C(=O)N2C2CC2)cc1 (stereo not given) | 26%
Cc1nc2cnc(Oc3cccc(Cl)c3)nc2n(CCC#N)c1=O | 0%
O=[N+]([O-])c1cc(Br)cc(C=Nc2ccc3c(c2)OCO3)c1O | 1%[57.5 µM]
COc1ccccc1CC(=O)NNC(=O)c1cccs1 | -1%
Cc1ccc(C(=O)N2CCC3(CC2)Oc2ccc(F)cc2C(=O)C32CC(c3cccnc3)=NO2)s1 (stereo not given) | 11%[57.5 µM]
CCCN(CCC)C(=O)Cn1c(=O)n(CCCCCC(=O)Nc2ccccc2)c(=O)c2sccc21 | 4%
Cc1ccc(-n2nc(C)c(NC(=O)CCl)c2C)cc1C | 5%
CCC(C)NC(=S)Nc1ccc(C(=O)OC)cc1 (stereo not given) | 9%
Cc1nc2ccc(NC(=O)N(C)c3ccccc3)cc2s1 | -5%
CN(C)S(=O)(=O)N1CCN(c2ccc([N+](=O)[O-])c(NC3CC3)c2)CC1 | -1%
CCn1c(CNc2nc(-c3ccccc3)cs2)nnc1SCC(=O)NCc1ccccc1 | 7%
Cc1nc(CNC(=O)c2cc(COc3ccc(F)cc3Cl)on2)cs1 | 2%
CN(C)c1ccc(/C=N/NC(=O)c2ccc3nc[nH]c3c2)cc1 | -16%[57.5 µM]
Cc1nn(C)cc1C1C(C#N)=C(N)N(c2cccnc2)C2=C1C(=O)CCC2 (stereo not given) | -8%
CN(CC(=O)c1c(N)n(C)c(=O)n(C)c1=O)c1ccccc1 | -14%
O=C(c1c(F)cccc1F)N1CCC(n2nnc3cc(C(F)(F)F)ccc32)CC1 | 4%
Cc1c(C(=O)O)sc2nc(CSc3nnc(-c4ccc(F)cc4)n3C)[nH]c(=O)c12 | 32%
